Screens: PubChem BioAssay, several laboratories
Rad51 HR inh – blocks human Rad51 in homologous recombination; Q06609; hRad51 DNA strand exchange, fluorescence dequenching; inhibition, % at 10 µM; actives 0.085% (n = 200,000);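 active means inhibition above 40% at the single screening dose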;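 further: 0% = DMSO control wells and 100% = blanks with heterologous ssDNA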
Target sequence (Q06609 whole entry, looked up): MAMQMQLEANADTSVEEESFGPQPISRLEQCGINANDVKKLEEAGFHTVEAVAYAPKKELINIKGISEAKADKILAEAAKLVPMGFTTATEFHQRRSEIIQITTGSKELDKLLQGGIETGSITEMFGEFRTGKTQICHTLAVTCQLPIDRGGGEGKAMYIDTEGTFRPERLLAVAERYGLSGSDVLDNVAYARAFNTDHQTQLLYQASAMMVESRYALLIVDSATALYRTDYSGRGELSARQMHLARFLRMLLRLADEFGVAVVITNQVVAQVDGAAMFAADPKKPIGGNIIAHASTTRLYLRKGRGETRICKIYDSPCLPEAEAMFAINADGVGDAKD
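System: human Rad51 nucleoprotein filaments preassembled on unlabelled ssDNA. Reagent: labelled 47-mer dsDNA for strand exchange. Schedule: 30-min compound preincubation and 15-min exchange, both room temperature. Measured by: FRET fluorescence dequenching, excitation 485 nm, emission 520 nm. Read-out: Fluorescence-based percent inhibition, control- and blank-normalised. Benchmarks: plate controls and plate blanks.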
zVAD death inh – L929 zVAD cell death inhibition | L929 zVAD necroptosis rescue, ATP luminescence, 24 h; with zVAD 60 µM | AID 1377 | viability rescue, % at 10 µM | actives 0.38% (n = 220,000);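 active means activation, scaled between plate controls, above about 75%, limit read from the data; inactive means activation under that limit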;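 further: 0% = zVAD with DMSO and 100% = DMSO alone without zVAD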
PGE2 EP2 inh – inhibitors of human EP2 prostaglandin E2 receptor; P43116; C6 glioma cells expressing human EP2, cAMP TR-FRET; cells stimulated with saturating PGE2; actives 0.52% (n = 260,000); inhibition, % at 25 µM;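 active means percent inhibition above 40 after rounding to a whole number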;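 further: rat C6 glioma host cells with rolipram phosphodiesterase inhibitor present; the protocol text gives 20 µM as final concentration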
Target sequence (P43116 whole entry, looked up): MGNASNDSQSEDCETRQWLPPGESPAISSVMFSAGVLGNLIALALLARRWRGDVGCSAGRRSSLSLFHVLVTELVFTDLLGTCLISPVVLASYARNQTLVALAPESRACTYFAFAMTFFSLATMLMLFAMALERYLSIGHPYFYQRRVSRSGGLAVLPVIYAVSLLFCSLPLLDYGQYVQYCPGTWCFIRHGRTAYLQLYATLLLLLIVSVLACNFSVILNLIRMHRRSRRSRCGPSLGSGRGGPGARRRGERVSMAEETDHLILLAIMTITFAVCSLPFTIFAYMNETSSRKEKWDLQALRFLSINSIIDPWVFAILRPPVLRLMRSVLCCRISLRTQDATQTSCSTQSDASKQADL
eIF4E-4G inh – inhibitors of eIF4E and eIF4G interaction in translation initiation. P63073+Q04637. TR-FRET eIF4E-eIF4GI(517-606) binding, 2 h. inhibition, % at 21.7 µM. actives 0.37% (n = 220,000). AID 782;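 active means inhibition above about 30%, limit read from the data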;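 further: 0% = full FRET control wells and 100% = background wells lacking eIF4GI fragment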
EP2 mod – modulators of human EP2 prostaglandin E2 receptor. actives 0.83% (n = 260,000). EP2-expressing cells, cAMP HTRF FRET, PGE2 co-stimulation. P43116. induction, % at 25 µM;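 active means compounds whose cAMP rise, as percent of the full-agonist control response, exceeds 60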;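 further: rat C6 glioma line stably carrying human EP2 under a CMV promoter; the protocol text gives 20 µM as final concentration; 100% = response of wells given 1 µM PGE2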
Hck-Nef inh – blocks Nef-activated human Hck kinase | Recombinant Hck-YEEI plus Nef, Z-Lyte FRET kinase assay | inhibition, % at 20 µM | actives 0.68% (n = 220,000);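 active means Hck-Nef kinase inhibition above about 50%, limit read from the data; inactive means inhibition below that limit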;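 further: 0% = DMSO with Hck plus Nef and 100% = Hck alone without Nef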
14-3-3 Bad PPI – disrupts binding of bovine 14-3-3 zeta to phospho-Bad peptide; P63103; TR-FRET 14-3-3zeta/Dy647-pBad peptide displacement, 1 h; inhibition, % at 21.7 µM; actives 0.71% (n = 220,000); AID 781;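 active means inhibition above about 70%, limit read from the data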;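 further: 0% = full 14-3-3 plus peptide FRET controls and 100% = background without 14-3-3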
Target sequence (P63103 whole entry, looked up): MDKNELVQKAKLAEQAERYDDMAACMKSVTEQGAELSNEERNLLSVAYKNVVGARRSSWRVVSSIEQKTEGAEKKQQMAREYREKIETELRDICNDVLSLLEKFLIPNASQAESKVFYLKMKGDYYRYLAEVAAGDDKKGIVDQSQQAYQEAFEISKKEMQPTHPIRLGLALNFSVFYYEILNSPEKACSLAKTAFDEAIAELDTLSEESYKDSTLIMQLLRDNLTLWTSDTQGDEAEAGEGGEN
Calpain2 inh – inhibitors of pig calpain II; purified calpain II, fluorogenic peptide substrate, 30 min; inhibition, % at 16 µM; actives 0.37% (n = 220,000); AID 1236;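 active means inhibition above about 50%, limit read from the data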
TbHK1 inh – blocks Trypanosoma brucei hexokinase 1 activity | recombinant TbHK1, G6PDH-coupled NADH A340 | inhibition, % at 10 µM | actives 0.11% (n = 220,000) | AID 1430;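 active means inhibition of 50% or more in the single-dose primary screen; inactive means inhibition below 50%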
* hit, by the source's call; nt = not tested or not shown; & = joins results of further samples; [ ] = another dose, or the depositor's remark. Only part of the results is shown (hit frequency here may not be typical).

Molecule	PGE2 EP2 inh	14-3-3 Bad PPI	TbHK1 inh	eIF4E-4G inh	EP2 mod	Calpain2 inh	zVAD death inh	Rad51 HR inh	Hck-Nef inh
COC(=O)Cn1ccc(N(C)C)c(C#N)c1=O	8	-5[fluorescence artefact?]	-6	-2	5	13	0.1	-2	4
CC(C)c1nnc(NC(=O)CSc2nnc(NC(=O)c3c(F)cccc3F)s2)s1	6	-2	0	7	29	16	0.3	27	-9
COc1ccccc1CNC(=O)COC(=O)[C@H](Cc1c[nH]c2ccccc12)NC(=O)c1cccs1	4	-6	4	4	-7	-7	3.2	7	1
Cc1ccc(SCC(=O)O/N=C(\N)c2ccc([N+](=O)[O-])cc2)cc1	5	13	0	-1	23	6	-0.1	1	-3
CC(=O)Nc1ccc2c(c1)OCCO2	7	nt	5	nt	nt	nt	0.6	6	1
CC(C)(C)c1[nH]nc2c1C(c1ccsc1)C(C#N)=C(N)O2 (stereo not given)	16&14	-6	-2	-1	-89&-35	-23	15	1	21
COc1cccc(NC(=S)N/N=C2\CC(C)(C)Oc3ccc(O)cc32)c1	13	-16	-8	0	5	-48	0.2	-1	0
COC(=O)CNC(c1ccccc1)c1cc(Br)ccc1NC(=O)CCN1CCOCC1 (stereo not given)	14	-15[fluorescence artefact?]	4	5	10	-6	0.3	nt	2

(next part)
Molecule	PGE2 EP2 inh	14-3-3 Bad PPI	TbHK1 inh	eIF4E-4G inh	EP2 mod	Calpain2 inh	zVAD death inh	Rad51 HR inh	Hck-Nef inh
CCn1c(CN2CCN(Cc3ccc(C)cc3)C(CCO)C2)nc2ccccc21 (stereo not given)	3	-9	-5	4	-18	2	1.5	nt	-4
COc1ccc(CCN2CC(C(=O)Nc3cccc(C(C)=O)c3)CC2=O)cc1OC (stereo not given)	3	-6	0	4	-14	-3	0.7	-4	-1
CC(C)OC(=O)CSc1nnc(-c2cnccn2)n1Cc1ccco1	11	3	1	-7	20	-13	-0.2	9	-8
O=C1CCc2cc(S(=O)(=O)N3CCC(C(=O)NC4CCCC4)CC3)ccc2N1	17	4	2	1	4	-6	0.9	1	2
Cc1cccn2c(=O)c(C=NCc3ccccc3)c(NCCO)nc12	11	-2	-13	-1	28	-136	0.2	-7	5
COC(=O)c1ccc(-n2c(C)ccc2-c2ccccc2)cc1	10	0	-5	0	60	16	0.0	-4	1
COc1ccc(C(=O)OCC(=O)Nc2ccc(F)c(F)c2F)cc1OC	7	-6	7	3	3	6	0.4	5	1
CC(C)CC(NC(=O)OC(C)(C)C)c1cn([C@@H](CCCCNC(=O)OC(C)(C)C)C(=O)N2CCN(C(=O)OC(C)(C)C)CC2)nn1 (stereo not given in full)	10	-2	-10	-1	8	-7	0.8	-2	-7

More entries
Molecule	PGE2 EP2 inh	14-3-3 Bad PPI	TbHK1 inh	eIF4E-4G inh	EP2 mod	Calpain2 inh	zVAD death inh	Rad51 HR inh	Hck-Nef inh
CCc1cc(C(=O)OC)c(N2C(=O)C3C4C=CC(C4)C3C2=O)s1 (stereo not given)	9	-4	0	-6	21	-18	-0.2	3	7
Cc1cc(Oc2ccc(N)cn2)cc(C)c1Cl	17	-5	-10	4	1	-17	0.9	-57	0
CCOc1ccc(C2c3c(oc4ccccc4c3=O)C(=O)N2c2ccc(C)cn2)cc1OC (stereo not given)	6	9	-13	1	12	-34	-1.4	-2	-5
COc1ccccc1N(CC(=O)N1CCCCC1)S(=O)(=O)c1ccccc1	2	4	1	1	23	-6	-0.2	11	2
CCc1cc2c(=O)c(-c3ccc(F)cc3)c(C(F)(F)F)oc2cc1OCC(=O)O	6	1	-1	0	23	-17	0.8	0	20
O=c1c2ccccc2cnn1Cc1n[nH]c(=S)n1C1CC2CCC1C2 (stereo not given)	5	-1	-7	-2	3	-13	0.9	10	14
CC1CCC2C(=O)N(c3ccc(NC4CCN(Cc5ccccc5)CC4)c([N+](=O)[O-])c3)C(=O)C2C1 (stereo not given)	17	-8	-5	0	-2	28	23	7	19
O=C1NCCN/C1=C\C(=O)c1ccc(Br)cc1	6	0	-22	-3	-11	-11	14	-1	20

Following part.
Molecule	PGE2 EP2 inh	14-3-3 Bad PPI	TbHK1 inh	eIF4E-4G inh	EP2 mod	Calpain2 inh	zVAD death inh	Rad51 HR inh	Hck-Nef inh
O=C(O)C1CCN(c2c([N+](=O)[O-])cc(C(F)(F)F)cc2[N+](=O)[O-])CC1	6	-1	-1	5	-12	20	-0.1	0	-1
N=c1c2c(ncn1Cc1ccco1)Oc1cc(O)ccc1C2c1ccccc1 (stereo not given)	12	-19	-2	-1	-26	18	0.8	-97	11
CCOC(=O)c1ccccc1NC(=O)CN1C(=O)c2ccccc2S1(=O)=O	14	-2	4	-1	9	-3	0.1	-3	0
CC(C)NS(=O)(=O)c1ccc(OCC(=O)NCc2ccco2)cc1	9	1	7	-4	3	36	0.3	-7	13
COC(=O)c1cc2ccccn2c2c(C(=O)OC)c(C(=O)OC)cc1-2	41*	-29[fluorescence artefact?]	-40	-6[fluorescence artefact?]	-35	5	0.1	-2	4
CS(=O)(=O)NNC(=O)CN1C(=O)C2C3C=CC(C3)C2C1=O (stereo not given)	1	-12	0	2	30	-27	2.5	8	24
O=C(NCc1ccc(F)cc1)c1cnc(-c2ccccn2)nc1C(F)(F)F	10	-7	-5	-2[fluorescence artefact?]	-23	-41	0.2	6	-1
COCCn1c(=NC(=O)c2cc(Cl)sc2Cl)sc2cc(S(N)(=O)=O)ccc21	10	-8[fluorescence artefact?]	-4	4	39	-29	0.0	3	6

(cont.)
Molecule	PGE2 EP2 inh	14-3-3 Bad PPI	TbHK1 inh	eIF4E-4G inh	EP2 mod	Calpain2 inh	zVAD death inh	Rad51 HR inh	Hck-Nef inh
O=C(NNc1cc(Cl)cc(Cl)c1)c1c(F)cccc1Cl	8	-1	-1	0	-67	-27	1.5	-2	16
Cc1cccc(-c2nc3ccccc3c(=O)n2NC(=O)Cc2ccc(Cl)cc2)c1	7	-8	34	-5	11	-19	0.3	-5	2
CCn1cc(C(=O)Nc2ccc(C)cc2C)c(=O)c2ccc(C)nc21	7	-2	-5	2	22	-19	1.3	8	18
COC(=O)c1sccc1NC(=O)Cn1nnc(-c2ccc(C)cc2)n1	6	-2	-1	-4	27	14	0.2	3	1
Nc1[nH]c(N=NC(=O)c2ccccc2)c2ccccc12	7	-9	-44	11	-15	5	0.8	7	1
CN(C)c1ccc(C(=O)NN2C(=O)c3ccccc3C2=O)cc1	2	0	-3	-1	-16	31	0.6	-3	6
CC1Cc2ccccc2N1CC(=O)NC(c1ccccc1)c1ccccc1 (stereo not given)	10	-1	-1	-2	72*	26	-0.9	25	-39
CCCC[N+](C)(C)CCC(=O)NC(C)(C)CS(=O)(=O)[O-]	8	-2[fluorescence artefact?]	8	-1	11	-17	0.7	-6	-1

(further entries)
Molecule	PGE2 EP2 inh	14-3-3 Bad PPI	TbHK1 inh	eIF4E-4G inh	EP2 mod	Calpain2 inh	zVAD death inh	Rad51 HR inh	Hck-Nef inh
O=C(O)C1CC=CCC1C(=O)Nc1cc(Cl)ccc1Cl (stereo not given)	6	-4[fluorescence artefact?]	2	3	16	-8	-0.8	-2	7
CCCC1=C(C(=O)OCC)C(c2ccc(N(C)C)cc2)n2ncnc2N1 (stereo not given)	6	-2	-3	-5	7	-19	0.8	-9	0
Cc1cc(Cl)ccc1NC(=O)CSc1nnc(Cc2cccs2)n1Cc1ccco1	3	-4	1	-1	25	-81	-0.6	-9	0
O=C(N/N=C/C=C/c1ccccc1)C1CC1(c1ccccc1)c1ccccc1 (stereo not given)	11	6	4	0	30	-84	1.0	-3	6
CCOC(=O)c1ccc2nc(C)c(CCC(C)=O)c(Cl)c2c1	10	-1	5	11	-3	3	0.5	6	-1
CCN(CC)C1=NS(=O)(=O)c2cc([N+](=O)[O-])ccc21	5	-1	-3	5	-3	9	0.7	-4	-6
O=[N+]([O-])c1ccc(Sc2n[nH]c(-c3ccco3)n2)nc1	9&14	-13	-29	3	4&13	-6	3.5	0	19
CCOc1ccc(-c2c[n+]3c(n2-c2ccccc2)CCCCC3)cc1	6	14[fluorescence artefact?]	0	-2	0	16	-0.4	3	2

Going on with the list.
Molecule	PGE2 EP2 inh	14-3-3 Bad PPI	TbHK1 inh	eIF4E-4G inh	EP2 mod	Calpain2 inh	zVAD death inh	Rad51 HR inh	Hck-Nef inh
CN(C)c1cccc(C(=O)NCc2ccccc2)c1	10	0	0	0	-2	-37	0.3	-4	3
O=S(=O)(Nc1ccc2cn[nH]c2c1)c1ccccc1	5	3	-3	1	-25	8	5.8	6	-2
Cc1nn(-c2ccccc2)c(N)c1Sc1ccccc1[N+](=O)[O-]	6	-5[fluorescence artefact?]	-4	5	-7	10	0.7	-2	2
O=C1c2ccccc2C(Nc2ccc(F)c(Cl)c2)N1Cc1ccco1 (stereo not given)	13	-11	0	5[fluorescence artefact?]	33	17	0.3	-3	15
COC(=O)CCC(=O)c1oc2ccccc2c1N	8	-21	-27	-1	2	-10	0.3	7	0
COCCNC(=O)CCc1c(C)nc2c(-c3ccc(F)cc3)c(C)nn2c1C	11	6	-6	-3	17	4	-0.5	-6	8
Cc1ccn2c(CN3CCOCC3)c(-c3ccccc3)nc2c1	8	-8	-13	-1	8	-54	0.9	-6	0
Cc1ccccc1-c1nc(CS(=O)CC(=O)NCCN2CCOCC2)c(C)o1 (stereo not given)	8	5	-9	3	21	-28	-0.1	-1	0
CCC1=C(OC(=O)N(CC)CC)N2C(=O)OC(=NCC(=O)OC)[C@]2(C)[C@H]2C1=CC[C@H]1C(=O)N(C)C(=O)[C@H]12	21	-4	-16	1	24	-10	-0.8	1	27

In another format: 13 of the compounds above.
The line under a structure holds: PGE2 EP2 inh, 14-3-3 Bad PPI, TbHK1 inh, eIF4E-4G inh, EP2 mod, Calpain2 inh, zVAD death inh, Rad51 HR inh, Hck-Nef inh
CCOC(=O)c1ccc2nc(C)c(CCC(C)=O)c(Cl)c2c1
→ 10, -1, 5, 11, -3, 3, 0.5, 6, -1
CCN(CC)C1=NS(=O)(=O)c2cc([N+](=O)[O-])ccc21
→ 5, -1, -3, 5, -3, 9, 0.7, -4, -6
O=[N+]([O-])c1ccc(Sc2n[nH]c(-c3ccco3)n2)nc1
→ 9&14, -13, -29, 3, 4&13, -6, 3.5, 0, 19
CCOc1ccc(-c2c[n+]3c(n2-c2ccccc2)CCCCC3)cc1
→ 6, 14[fluorescence artefact?], 0, -2, 0, 16, -0.4, 3, 2
CN(C)c1cccc(C(=O)NCc2ccccc2)c1
→ 10, 0, 0, 0, -2, -37, 0.3, -4, 3
O=S(=O)(Nc1ccc2cn[nH]c2c1)c1ccccc1
→ 5, 3, -3, 1, -25, 8, 5.8, 6, -2
Cc1nn(-c2ccccc2)c(N)c1Sc1ccccc1[N+](=O)[O-]
→ 6, -5[fluorescence artefact?], -4, 5, -7, 10, 0.7, -2, 2
O=C1c2ccccc2C(Nc2ccc(F)c(Cl)c2)N1Cc1ccco1 (stereo not given)
→ 13, -11, 0, 5[fluorescence artefact?], 33, 17, 0.3, -3, 15
COC(=O)CCC(=O)c1oc2ccccc2c1N
→ 8, -21, -27, -1, 2, -10, 0.3, 7, 0
COCCNC(=O)CCc1c(C)nc2c(-c3ccc(F)cc3)c(C)nn2c1C
→ 11, 6, -6, -3, 17, 4, -0.5, -6, 8
Cc1ccn2c(CN3CCOCC3)c(-c3ccccc3)nc2c1
→ 8, -8, -13, -1, 8, -54, 0.9, -6, 0
Cc1ccccc1-c1nc(CS(=O)CC(=O)NCCN2CCOCC2)c(C)o1 (stereo not given)
→ 8, 5, -9, 3, 21, -28, -0.1, -1, 0
CCC1=C(OC(=O)N(CC)CC)N2C(=O)OC(=NCC(=O)OC)[C@]2(C)[C@H]2C1=CC[C@H]1C(=O)N(C)C(=O)[C@H]12
→ 21, -4, -16, 1, 24, -10, -0.8, 1, 27
